Screening results (PubChem)
POLB inh = qHTS Assay for Inhibitors of DNA Polymerase Beta; P06746; Pol beta primer extension/strand displacement, fluorescence kinetic; Potency, µM (series often up to 114 µM), without a hit: top-dose activity change, negative = inhibition, most hits filed as inhibitors; 340,000 compounds, 1.3% hits; note: potency is the fitted concentration of half-maximal effect; % is set by controls: 0 for no effect and ±100 for the full control effect
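Human Pol beta at 10 nM; strand-displacement substrate 50 nM final. Compound exposure 15 min at room temperature before start, reaction 10 min at room temperature.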
LDHA inh = qHTS assay for inhibitors of human lactate dehydrogenase | L-lactate dehydrogenase A chain (Homo sapiens), P00338 | purified LDHA, NADH/diaphorase-resazurin fluorescence; active compounds read low | activity change, % (values are at about 110 or 230 µM) | 480,000 compounds, 0.15% hits | AID 1347041, 2019; in the data active = activity change below about -30%; inconclusive = mostly about -25% to -30%;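 note: plate controls were DMSO wells for no effect and wells without enzyme for full effect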
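Human LDH5 (2 nM) was incubated with 0.06 mM NADH and 0.2 mM pyruvate for 5 min at room temperature in Tris pH 7.4. Remaining NADH was coupled through diaphorase/resazurin, and resorufin fluorescence was read at 0 and 20 min.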
APEX1 inh = qHTS Assay for Inhibitors of the Human Apurinic/apyrimidinic Endonuclease 1 (APE1). recombinant APE1, TAMRA/BHQ-2 abasic DNA cleavage fluorescence. DNA repair nuclease/redox regulator APEX1 (Homo sapiens), P27695. 350,000 compounds, 0.35% hits. Potency, µM (titrated, usually from 65.8 µM), without a hit: at the top dose activity change, negative = inhibition, actives largely listed as inhibitors;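 note: potency is the fitted concentration of half-maximal effect; plate controls were vehicle for no effect and reference inhibitor for full effect; nearly all actives have a fitted effect of over 55% in size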
Target sequence (P27695 whole entry, looked up): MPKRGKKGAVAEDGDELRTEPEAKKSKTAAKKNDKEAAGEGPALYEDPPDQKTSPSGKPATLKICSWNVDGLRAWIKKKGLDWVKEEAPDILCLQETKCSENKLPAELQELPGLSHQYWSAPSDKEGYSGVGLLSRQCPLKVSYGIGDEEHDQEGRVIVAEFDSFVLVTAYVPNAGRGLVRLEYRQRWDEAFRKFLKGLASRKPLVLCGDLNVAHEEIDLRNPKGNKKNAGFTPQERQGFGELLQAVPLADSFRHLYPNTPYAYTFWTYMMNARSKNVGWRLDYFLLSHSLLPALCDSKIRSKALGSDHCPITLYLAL
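Endonuclease cleavage of a quenched abasic-site DNA duplex (50 nM) by APE1 (0.75 nM) was tracked by TAMRA dequenching. Compounds were preincubated with enzyme 15 min at room temperature; data normalized to buffer-only and DMSO wells plus NSC13755 control.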
BLM inh = qHTS Assay for Inhibitors of Bloom's syndrome helicase (BLM) | AID 2528, 2010 | Potency, µM (top dose mostly 56.1 µM), inactives show at the top dose activity change, negative = inhibition, most hits filed as inhibitors | 350,000 compounds, 0.2% hits | RecQ-like DNA helicase BLM (Homo sapiens), P54132 | recombinant BLM DNA unwinding, fluorescence dequenching;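 note: potency is the fitted concentration of half-maximal effect; plate controls were vehicle for no effect and no enzyme for full effect; nearly all actives have a fitted effect of over 35% in size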
GRP78 ERSR act = qHTS for Inducers of the Endoplasmic Reticulum Stress Response (ERSR) in Human Glioma: qHTS. Potency, µM, for the others: at the highest dose activation, hits mostly activators. U87-MG GRP78 promoter luciferase reporter, 16 h. 420,000 compounds, 0.02% hits. AID 602332, 2012; note: potency is the fitted concentration of half-maximal effect; series mostly up to about 76 µM; % of control where 0% means no effect; nearly all actives have a fitted effect of over 35% in size
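Stably transfected U87-MG human glioma cells carrying a GRP78-based luminescent sensor were seeded at 1000 cells/well, pin-dosed with compounds and incubated 16 h. Luciferase reagent was then added, and end-point luminescence was read after 10 min at room temperature.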
POLH inh = qHTS for Inhibitors of Polymerase Eta | DNA polymerase eta (Homo sapiens), Q9Y253 | recombinant Pol eta, fluorescent DNA replication assay | Potency, µM (highest dose often 114 µM), for the others: top-dose activity change, negative = inhibition, usual class: inhibitors | 390,000 compounds, 1.2% hits | AID 588591, 2011; note: potency is the fitted concentration of half-maximal effect; % is set by controls: 0 for no effect and ±100 for the full control effect
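Pol eta at 10 nM preincubated with compounds 15 min at room temperature; reaction started with fluorescent substrate (50 nM final) and read kinetically at 0 and 10 min.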
Anesthetic bind = qHTS Assay for Identification of Novel General Anesthetics. Ferritin light chain (Equus caballus), P02791. apoferritin/1-aminoanthracene competitive binding, fluorescence. Potency, µM (titrated, usually from 77.5 µM), inactives show at the highest dose activity change, negative = displacement, usual class: inhibitors. 350,000 compounds, 0.074% hits; note: potency is the fitted concentration of half-maximal effect; % is set by controls: 0 for no effect and ±100 for the full control effect; nearly all actives have a fitted effect of over 20% in size
Target sequence (P02791 2-175 limits assumed): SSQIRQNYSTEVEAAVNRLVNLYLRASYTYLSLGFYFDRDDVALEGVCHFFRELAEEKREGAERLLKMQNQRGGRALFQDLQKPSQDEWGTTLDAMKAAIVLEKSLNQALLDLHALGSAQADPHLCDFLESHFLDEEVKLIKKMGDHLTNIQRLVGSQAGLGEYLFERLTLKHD
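Steps: apoferritin (10 uM) was premixed with half-saturated 1-AMA in PBS, compounds were pin-transferred, plates stood 10 min at room temperature, fluorescence was read at 380/535 nm, and curves were fitted with a Hill equation.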
POLK inh = qHTS for Inhibitors of Polymerase Kappa. DNA polymerase kappa (Homo sapiens), Q9UBT6. Potency, µM (top dose mostly 107 µM), without a hit: at the top dose activity, negative = inhibition, usual class: inhibitors. 400,000 compounds, 0.53% hits. purified Pol kappa, fluorescent DNA synthesis assay, 10 min; note: potency is the fitted concentration of half-maximal effect; % is set by controls: 0 for no effect and ±100 for the full control effect
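Enzyme at 10 nM met test compounds for 15 min at room temperature. Substrate addition (50 nM final) began the reaction, which was monitored by fluorescence at 0 and 10 min.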
POLI inh = qHTS for Inhibitors of Polymerase Iota. DNA polymerase iota (Homo sapiens), Q9UNA4. Pol iota fluorescent replication assay, 10 min. Potency, µM (titrated, usually from 115 µM), for inactives: at the top dose activity, negative = inhibition, hits mostly inhibitors. 390,000 compounds, 1% hits. AID 588590, 2011; note: potency is the fitted concentration of half-maximal effect
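Pol iota at 10 nM preincubated 15 min with compounds at room temperature; reaction started with fluorescent substrate, 50 nM final. Fluorescence read kinetically at 0 and 10 min; buffer-only wells as negative control.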
* hit, by the source's call; ? = inconclusive; . = no result given; & = joins results of further samples; [ ] = remark or other dose. Unless noted, calls come from the whole dose curve; as a rule, active = well fitted curve in the direction sought with a large enough effect; inconclusive = small, poorly fitted or top-dose-only effect, or another doubt; inactive = no such curve, though single readings can be large; an effect the other way counts as inactive or inconclusive. These rows are one share of the data. The share of hits here may be higher or lower than overall.

SMILES	POLB inh	LDHA inh	APEX1 inh	BLM inh	GRP78 ERSR act	POLH inh	Anesthetic bind	POLK inh	POLI inh
CC(C)CC(NC(=O)C(COCc1ccccc1)NC(=O)OC(C)(C)C)C(=O)NN (configuration not stated)	36%	-1	-4%	-12%	1%	-18%	-20%	3%	-2%
CCC(C)(C)NC(=O)C(c1ccc(OC)cc1)N(CCOC)C(=O)CCC(=O)Nc1nccs1 (configuration not stated)	-5%	-6	1%	1%	3%	3%	-3%	-19%	37%[activator]
C=CCn1c(SCC(=O)NC2CC2)nnc1-c1cccc(OC)c1	27%	-2	-20%	2%	-1%	-6%	-6%	-7%	36%[activator]
CCOC(=O)c1c(C)[nH]c(C(=O)OCC(=O)NCc2ccc(F)cc2)c1C	.	-4	34%	.	-2%	7%	.	0%	15%
Cc1cc(N(CN2CCCC2=O)C(=O)c2ccc(OC(C)C)cc2)no1	-11%	-18	-3%	-4%	1%	-10%	-1%	-7%	-2%
O=C(NCc1cccc(C(F)(F)F)c1)C1CC(c2cccc(F)c2)=NO1 (configuration not stated)	1%	0	-1%	-7%	-3%	-22%	4%	-1%	43%[activator]
O=S(=O)(Nc1ccccn1)c1cccs1	6%	-2	4%	-7%	-1%	-14%	-2%	-4%	?
CCCc1ccc(C(=O)NC(=O)c2ccccc2O)cc1	?	6	-2%	-3%	-12%	0%	-6%	2%	-1%
Cc1cccc(-c2nc(CN3CCN(C(=O)C4CCCO4)CC3)cs2)c1 (configuration not stated)	-16%	-15	44%	-1%	0%	-5%	-9%	-4%	5%
COc1ccccc1CNC(=O)C1(c2cccs2)CCOCC1	2%	-4	.	0%	-3%	-4%	-12%	-11%[60.1 µM]	-8%
CCN(CC)S(=O)(=O)c1cc(C)ccc1SC	-17%	-2	2%	-1%	-5%	-5%	0%	-13%	15%
CC(C)(C)c1nn2cnnc2n(/N=C/c2ccc(O)cc2)c1=O	-4%	-1	3%	-2%	-2%	-13%	-13%	-3%	0%
CC1CCN(C(=O)c2ccc(NS(=O)(=O)c3cccs3)cc2)CC1	72%	-2	-1%	0%	1%	-9%	-8%	-2%	23%
Cc1cccc(C)c1NC(=O)C1NC(=O)CC1c1ccccc1 (configuration not stated)	-1%	-17	0%	-1%	-2%	-10%	2%	-13%	11%
Cc1nc(N2CCOCC2)c2c(C(=O)NCc3cccc(Cl)c3)c(C)oc2n1	32%	-2	.	1%	0%	7%	-7%	1%	32%[activator]
COC(=O)c1sc(N)c(C(=O)OC)c1CSc1nnnn1C	15%	-4	-2%	1%	5%	-20%	-16%	-5%	-4%
Cc1nnc(N2CCC(C(=O)NCc3ccc(F)cc3)CC2)c2nn(-c3ccc(Cl)cc3)c(C)c12	79µM*	-8	.	-1%	-11%	-28%	-11%	-13%	27%
CCCCC(CC)CNC(=O)c1ccc(Cn2c(=O)[nH]c3cc(OC)c(OC)cc3c2=O)cc1 (configuration not stated)	7%	-3	.	3%	-1%	-16%	?	11%	-4%
Cc1cc(=O)oc2cc(NC(=O)CCC(=O)O)ccc12	18%	-7	12%	-5%	-3%	-5%	1%	-5%	-2%[58.9 µM]
CCOC(=O)c1c(C)n(-c2ccccc2)c2ccc(OC(=O)c3ccc(OCC)c(OCC)c3)cc12	2%	-2	.	-5%	-3%	-16%	45%[activator]	11%	16%
CCn1c(Cc2ccccc2)nnc1SC(C)C(=O)NC1CC1 (configuration not stated)	.	1	29%	.	-6%	-2%	.	-14%	20%
Cc1ccc(NC(=S)N(CCCN2CCOCC2)Cc2cccs2)c(C)c1	7%	-3	5%	3%	-5%	-19%	-1%	-8%	49%[activator]
Cc1ccc(C(=O)O)cc1S(=O)(=O)N1CCCC1	0%	-2	-7%	-2%	-4%	-7%	-12%	-11%	13%
O=C(Cc1ccccc1)N1CCC(C(=O)N2CCN(c3ccc(F)cc3)CC2)CC1	20%	-1	-3%	-19%	-2%	-19%	-11%	-5%	-9%
Cc1ccc(NS(=O)(=O)c2c(C(=O)N3CCCCCC3)c(C)n(C)c2C)cc1C	12%	-3	20%	1%	-2%	-19%	-10%	0%	6%
Cn1c(=O)c2[nH]cnc2n(-c2ccccc2)c1=O	20%	-6	0%	-1%	-1%	-16%	-6%	-10%	-10%
Nc1c(C(=O)NCc2ccco2)c2nc3ccccc3nc2n1CCc1ccccc1	?	-3	-1%	?	-3%	-21%	50%[activator]	-17%	2%
COc1ccc(Cc2nc3ccc(C(=O)NCC4COCCO4)cc3o2)cc1 (configuration not stated)	79%	-1	-2%	1%	3%	-8%	-10%	-7%	5%
O=C(O)c1ncsc1-c1ccccc1	-5%	-2	-1%	-6%	-5%	9%	6%	0%	-30%
Cc1ccc(NC(=O)c2cc(=O)[nH]c3ccccc23)cc1C	8%	-3	-9%	-3%	-2%	-11%	-2%	-6%	104%[activator]
C=CCn1c(=S)[nH]c2cc(C(=O)Nc3ccc(OC)c(OC)c3)ccc2c1=O	-28%	0	8%	-14%	-3%	-12%	-12%	-4%	8%
O=C(COC(=O)c1cccs1)Nc1nnc(-c2ccccc2)o1	.	1	8%	.	1%	-10%	.	-10%	-11%
OC(Cc1ccncc1)c1ccccc1Cl (configuration not stated)	.	-4	.	.	-3%	-17%	.	-6%	6%
CCOc1ccccc1C(=O)NCC(=O)Nc1ncccc1C	.	-4	-14%	.	0%	-1%	.	-15%	3%
COc1ccc(-n2nnnc2SCC(=O)Nc2ccc3c(c2)OCCO3)c(OC)c1	-1%	4	11%	-12%	2%	-12%	-13%	-4%	-23%
Cc1cc2oc(C(=O)Nc3ccc(S(=O)(=O)Nc4onc(C)c4C)cc3)cc(=O)c2cc1Cl	?	-3	?	-1%	-4%	-9%	3%	-8%	?
CC(Sc1nnc(N)s1)C(=O)Nc1nccs1 (configuration not stated)	18%	-1	?	-6%	-3%	-12%	-6%	-1%	26%
C#CCOCCOCCOCCNc1nc(N2CCN(C(=O)[C@H]([C@@H](C)CC)n3cc([C@@H](N)Cc4ccc(O)cc4)nn3)CC2)nc(N2CCN(C(=O)[C@H](Cc3cc4ccccc4[nH]3)n3cc([C@@H](N)CC(C)C)nn3)CC2)n1	.	6	43%[activator]	.	-4%	6%	.	-9%	?
Cc1cccc(OCCn2nc(C(=O)O)c3ccccc3c2=O)c1	-17%	-2&0	10%	-10%	-4%	-24%	?	-4%	3%
CCCCC1=NN(C(=O)c2ccncc2)C(O)(C(F)(F)F)C1 (configuration not stated)	28%	-10&-9	-4%	-1%	-2%	5%	-5%	-4%	163%[activator]

Shown as a hit in POLB inh, among the entries above:
| SMILES | POLB inh | LDHA inh | BLM inh | POLH inh | Anesthetic bind | POLK inh | POLI inh |
| --- | --- | --- | --- | --- | --- | --- | --- |
| Cc1nnc(N2CCC(C(=O)NCc3ccc(F)cc3)CC2)c2nn(-c3ccc(Cl)cc3)c(C)c12 | 79µM* | -8 | -1% | -28% | -11% | -13% | 27% |

Part of the list above, limited to BLM inh:
Molecule	BLM inh
Cc1ccc(C(=O)O)cc1S(=O)(=O)N1CCCC1	-2%
O=C(Cc1ccccc1)N1CCC(C(=O)N2CCN(c3ccc(F)cc3)CC2)CC1	-19%
Cc1ccc(NS(=O)(=O)c2c(C(=O)N3CCCCCC3)c(C)n(C)c2C)cc1C	1%

Next part:
SMILES	POLB inh	LDHA inh	APEX1 inh	BLM inh	GRP78 ERSR act	POLH inh	Anesthetic bind	POLK inh	POLI inh
CCN(CC)CCNCC1C(=O)O[C@@H]2C[C@@]3(C)CCC[C@H](C)C3=C[C@H]12 (some centres not stated)	-2%	-2	7%	1%	-9%	5%	-10%	-19%	70%[activator]
CCCCC[C@H](O)CC(=O)CCc1ccc(O)c(OC)c1	.	.	17%&2%	.	-5%&-3%	.	-7%&-7%	3%&2%[19.4 µM]	.
O=C(c1cccc(C(=O)N2CCN(c3ccccc3F)CC2)c1)N1CCN(c2ccccc2F)CC1	-2%	-2	1%	-5%	-3%	-9%	-6%	-5%	-7%
COC(=O)[C@H](C)NC(=O)N1CCC(Cc2ccccc2)CC1	-1%	-16	41%	-1%	-4%	-19%	3%	7%	27%
CC(Sc1nnc(-c2ccccc2Br)n1-c1cccc(C(F)(F)F)c1)C(N)=O (configuration not stated)	35%	-3	4%	2%	-4%	-21%	1%	-3%	162%[activator]
CCCn1c2ccccc2c2cnn(CC(=O)O)c(=O)c21	?	-2	27%	-2%	-8%	-3%	5%	7%	124%[activator]
COc1ccc(C(=O)N[C@H](C(=O)Nc2ccc(OC)nc2)C(C)C)cc1	-1%	-4	1%	-2%	-4%	-7%	-10%	-16%	6%
S=C(NCCc1ccccc1)N1CCN(C2CCCCC2)CC1	23%	-1	-2%	0%	-2%	-7%	-6%	-29%	-2%
COc1ccc(CCNC(=O)CC2Nc3ccccc3NC2=O)cc1OC (configuration not stated)	1%	19	-12%	-7%	-2%	-11%	-12%	-4%	-10%
Cc1ccccc1NC(=O)CSC1=Nc2ccccc2C2=NC(CCC(=O)NCc3ccccc3)C(=O)N12 (configuration not stated)	19%	-3	.	-1%	3%	-10%	-2%	-26%	-3%
Cc1oc(CC(C)C)c(CN)c1C(=O)O	19%	-7	8%	-1%	-4%	-16%	-5%	-7%	3%
